C2C12 statin: protects C2C12 myotubes from simvastatin toxicity; hit rate 0.78% among 330,000; ATP luminescence, 48 h; scaled: DMSO 0, geranylgeraniol control 100; rescue of ATP level, % at 7.49 µM;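 active = mean ATP rescue above about 67%, or every replicate alone reaching that limit, limit read from the data, passing the limit was not always enough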;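 note: myotubes were challenged with 10 µM simvastatin during compound exposure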
S100A4 MyoIIA: inhibitors of human S100A4 binding to myosin IIA peptide; P26447; AID 652163; hit rate 0.14% among 360,000; S100A4/TAMRA-MyoIIA peptide fluorescence polarization; inhibition, % at 10.7 µM;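 active = mean inhibition of at least 70% across replicates, with every replicate also reaching that level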
Target sequence (P26447 whole entry, looked up): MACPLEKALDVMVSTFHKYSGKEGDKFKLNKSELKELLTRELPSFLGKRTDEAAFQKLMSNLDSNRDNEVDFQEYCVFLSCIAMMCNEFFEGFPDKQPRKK
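Test system: S100A4 monomer protein; Medium: HEPES pH 7.2 with CaCl2, KCl, NaCl, DTT, Triton; Probe or stimulus: TAMRA-labelled myosin IIA heavy-chain peptide probe, 5 nM; Doses: one dose per compound; Times: polarization read 5 min after assay mix addition, stable 5–60 min; Benchmarks: neutral control DMSO, positive control TFP.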
Casp6 inh: caspase-6 (human) enzyme inhibition; inhibition, % at 12.5 µM; purified caspase-6, Z-VEID-R110 cleavage fluorescence; hit rate 0.53% among 350,000;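 active = mean inhibition across replicates at least about 35%, with every replicate also reaching that limit, limit read from the data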;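 note: 0% = median of neutral control wells and 100% = no fluorescence left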
Target sequence (P55212 24-179 limits assumed): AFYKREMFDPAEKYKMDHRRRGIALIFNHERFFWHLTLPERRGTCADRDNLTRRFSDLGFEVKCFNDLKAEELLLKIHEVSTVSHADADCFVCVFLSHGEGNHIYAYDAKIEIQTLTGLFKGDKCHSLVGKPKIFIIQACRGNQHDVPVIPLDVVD
Target sequence (P55212 194-293 limits assumed): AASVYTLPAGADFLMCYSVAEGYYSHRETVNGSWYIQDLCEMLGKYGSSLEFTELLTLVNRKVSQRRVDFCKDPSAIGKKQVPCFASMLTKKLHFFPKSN
SIRT5 inh: blocks human SIRT5 desuccinylation of peptide; Purified SirT5, succinyl-peptide AMC, trypsin-coupled fluorescence; AID 652115; Q9NXA8; inhibition, % at 15 µM; hit rate 1.1% among 330,000; in the data active = inhibition above about 15%
Target sequence (Q9NXA8 whole entry, looked up): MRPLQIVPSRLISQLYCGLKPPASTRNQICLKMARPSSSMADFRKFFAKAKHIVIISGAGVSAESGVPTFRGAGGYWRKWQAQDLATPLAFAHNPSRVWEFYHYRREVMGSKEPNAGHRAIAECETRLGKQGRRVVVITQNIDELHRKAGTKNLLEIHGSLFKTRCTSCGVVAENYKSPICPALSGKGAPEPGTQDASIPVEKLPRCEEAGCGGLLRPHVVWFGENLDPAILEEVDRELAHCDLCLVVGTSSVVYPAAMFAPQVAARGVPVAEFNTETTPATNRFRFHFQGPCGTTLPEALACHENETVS
FN deposition inh: fibronectin deposition inhibition; inhibition, % at 12.6 µM; hit rate 0.086% among 350,000; AH1F fibroblasts, Alexa488-fibronectin deposition fluorescence, overnight;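 active = mean inhibition across replicates of 30% or more, regardless of how many single replicates reach that level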;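 note: positive control wells lacked labelled fibronectin entirely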
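Assay system: AH1F fibroblasts / Quantity: 10000 cells per well / Medium: DMEM plus 2% serum, read in PBS / Reagent: labelled fibronectin 24 nM / Dosing: single dose, pinned / Times: 1 h cell attachment, overnight exposure to compound and label / Signal: fluorescence, ex 485 nm, em 525 nm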
LGR2 antag: Drosophila LGR2 receptor signaling inhibition; HEK293 LGR2, CRE-luciferase, bursicon-stimulated, 4 h; inhibition, % at 9.99 µM; hit rate 0.35% among 380,000; AID 720647;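 active = drop in luminescence signal, shown as inhibition above about 50% in the replicate tests, limit read from the data, passing the limit was not always enough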;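 note: agonist challenge used bursicon conditioned medium at about half maximal strength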
esBAF inh: inhibitors of esBAF chromatin remodeling in mouse ES cells; Bmi1-luciferase knock-in reporter, 24 h; 100% = twice the neutral-well signal; reporter increase, % at 12.5 µM; hit rate 2% among 350,000; in the data active = activation above about 40%;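 note: 0% = median of the plate's neutral control wells and 100% = double that signal; a rise in the Bmi1 reporter signal indicates esBAF inhibition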
* hit, by the source's call; . = not tested or not shown.

SMILES	C2C12 statin	S100A4 MyoIIA	Casp6 inh	SIRT5 inh	FN deposition inh	LGR2 antag	esBAF inh
O=S1(=O)N[C@@H](Cc2ccccc2)COc2ccc(Cl)cc21	9	-8	2	3	-6	-11	-2
O=C(c1cccc(S(=O)(=O)N2CCN(c3ccccc3)CC2)c1)N1CCCC(C(F)(F)F)C1 (configuration not stated)	-16	14	9	-1	1	10	4
COc1ccc(C(=O)N/N=C(\C)CC(=O)Nc2ccccn2)cc1OC	9	-2	1	0	4	17	-1
O=C(O)c1cccc(NS(=O)(=O)c2cccc3nsnc23)c1	4	0	-2	1	.	7	3
O=C(C[C@H]1CC[C@@H]2[C@H](COC[C@H](O)CN2Cc2ccc(F)cc2)O1)NCCc1ccccc1	-1	-14	1	-1	-4	-17	6
NC(c1csc(Nc2ccc(C(=O)NCCO)cc2)n1)C1CCCCC1 (configuration not stated)	0	-8	-3	1	4	6	-11
CC(=O)N1CC2(CC(c3ccccc3C(F)(F)F)=NO2)CN1c1ccc(Cl)cc1 (configuration not stated)	-1	-2	-3	-2	-8	-12	-2
CC(C)CNS(=O)(=O)c1ccc(CCC(=O)Nc2cc(Cl)ccc2Oc2ccccc2)cc1	18	.	.	.	.	13	-6
COc1ccc(N2C(=O)C3CCCN3C2c2cccc(C)c2)cc1 (configuration not stated)	7	-3	-1	.	16	4	0
COC(=O)C1=C(C)N(Cc2ccccc2)C(=O)N[C@H]1c1cccc(F)c1	2	5	1	4	-2	6	2
COc1ccc(/C=C/C(=O)O)cc1S(=O)(=O)NCc1ccco1	.	1	12	-1	7	-3	.
Cc1noc(C)c1S(=O)(=O)Nc1ccc2c(c1)C(=O)N([C@H](C)CO)C[C@H](C)[C@H](CN(C)C(=O)c1ccccc1)OCCCC[C@H](C)O2	.	-7	-3	7	2	0	4
Cc1cccc(Nc2nc(N)nc(CCl)n2)c1C	.	3	-1	-1	6	.	.
COc1cccc(NC(=O)CSc2nc3c(sc4ccccc43)c(=O)n2CCN(C)C)c1	.	6	2	-8	.	26	.
CCOC(=O)c1sc(NS(=O)(=O)c2ccc(F)cc2)nc1C	-1	0	3	3	-10	9	-3
COc1cccc(OC)c1C(=O)Nc1cccc(-c2ccc3nncn3n2)c1	8	-1	2	-3	2	-4	0
Cc1ncc([N+](=O)[O-])n1CC(=O)Nc1ccc(F)cc1	8	-2	-3	-2	3	2	2
CCN(CC)CCCCCC(=O)Nc1ccccc1C(=O)Nc1ccccc1	5	-20	-3	-1	1	-2	6
CCCCN(C(C)=O)C1CC(=O)N(c2ccc(OCCC)cc2)C1=O (configuration not stated)	-10	-5	4	-2	5	2	5
CN(C)C(=O)c1cccc(-c2ccc([C@@H]3[C@H](CO)N4CCCCN(S(C)(=O)=O)C[C@@H]34)cc2)c1	-16	6	-4	0	.	10	2
Cn1c2ccccc2c2cnn(CC(=O)NCCCN3CCN(c4ccccc4F)CC3)c(=O)c21	0	-3	-7	-1	-4	6	-7
COC(=O)C1Sc2[nH]c(=O)sc2C2c3ccccc3OC(=O)C12 (configuration not stated)	1	.	.	.	-2	.	-6
CN(C)c1ncnc2c1ncn2[C@H]1CN(Cc2ccc(Cl)cc2)C[C@@H](CO)O1	-2	-1	2	2	3	-12	0
O=C(CSc1nc2ccccc2c(=O)n1Cc1ccco1)NCc1ccccc1	-9	.	.	.	9	.	-3

Ordered by count of non-hydrogen atoms (largest number first): 7 of the compounds above.
SMILES	C2C12 statin	S100A4 MyoIIA	Casp6 inh	SIRT5 inh	FN deposition inh	LGR2 antag	esBAF inh
CN(C)C(=O)c1cccc(-c2ccc([C@@H]3[C@H](CO)N4CCCCN(S(C)(=O)=O)C[C@@H]34)cc2)c1	-16	6	-4	0	.	10	2
COc1cccc(NC(=O)CSc2nc3c(sc4ccccc43)c(=O)n2CCN(C)C)c1	.	6	2	-8	.	26	.
O=C(CSc1nc2ccccc2c(=O)n1Cc1ccco1)NCc1ccccc1	-9	.	.	.	9	.	-3
CCN(CC)CCCCCC(=O)Nc1ccccc1C(=O)Nc1ccccc1	5	-20	-3	-1	1	-2	6
CCCCN(C(C)=O)C1CC(=O)N(c2ccc(OCCC)cc2)C1=O (configuration not stated)	-10	-5	4	-2	5	2	5
CCOC(=O)c1sc(NS(=O)(=O)c2ccc(F)cc2)nc1C	-1	0	3	3	-10	9	-3
Cc1ncc([N+](=O)[O-])n1CC(=O)Nc1ccc(F)cc1	8	-2	-3	-2	3	2	2

Other structures follow.
SMILES	C2C12 statin	S100A4 MyoIIA	Casp6 inh	SIRT5 inh	FN deposition inh	LGR2 antag	esBAF inh
CC(CNC(=O)CCS(=O)(=O)c1ccc2c(c1)NC(=O)CO2)c1ccccc1 (configuration not stated)	0	-6	1	-3	5	-6	-2
COc1ccc(NC(=O)c2cc(-c3ccc(F)cc3OC)n[nH]2)cc1OC	-5	5	1	.	11	-29	-2
COc1c(Cl)ccc(Cl)c1C(=O)NC(=S)N1CCOCC1	8	14	4	-2	7	16	3
COc1ccc(C(=O)N2CCOCC2)cc1Br	7	.	.	.	4	.	-10
Cc1nc2cc(F)ccc2n1C1CCN(C(=O)c2c(F)cccc2F)CC1	.	-3	1	-5	-21	24	.
COc1ccc(OCC(O)CNS(=O)(=O)c2ccc(NC(C)=O)cc2)cc1 (configuration not stated)	8	0	1	-1	4	14	3
COc1ccc(S(=O)(=O)N2Cc3ccccc3CC2C(=O)O)cc1OC (configuration not stated)	-10	2	3	.	-4	-3	3
COc1ccc(OC)c(CN2C(=O)c3ccccc3C2c2nnnn2C2CCCC2)c1 (configuration not stated)	.	-7	3	-2	-3	0	.
C[C@H](CO)N1C[C@H](C)[C@H](CN(C)Cc2ccc(C(=O)Nc3ccccc3N)cc2)Oc2ccc(NC(=O)C3CC3)cc2CC1=O	8	0	0	0	.	14	-25
O=C(CCN1C(=O)C2C3CCC(C3)C2C1=O)Nc1ccc(Cl)cc1Cl (configuration not stated)	-34	1	-2	-1	15	5	13
CCC(=O)NC(=S)Nc1ccc(N2CCOCC2)cc1	.	-4	2	-1	-2	-9	.
COc1ccc(CN(C)C[C@@H]2Oc3c(NS(=O)(=O)c4cccs4)cccc3C(=O)N([C@@H](C)CO)C[C@@H]2C)cc1	.	2	0	-2	2	12	-1

Entries of single compounds, looked up by structure. Values in the order: C2C12 statin, S100A4 MyoIIA, Casp6 inh, SIRT5 inh, FN deposition inh, LGR2 antag, esBAF inh
COc1ccc(S(=O)(=O)N2Cc3ccccc3CC2C(=O)O)cc1OC (configuration not stated) reads -10, 2, 3, ., -4, -3, 3
COC(=O)C1Sc2[nH]c(=O)sc2C2c3ccccc3OC(=O)C12 (configuration not stated) reads 1, ., ., ., -2, ., -6

Later entries
SMILES	C2C12 statin	S100A4 MyoIIA	Casp6 inh	SIRT5 inh	FN deposition inh	LGR2 antag	esBAF inh
Cc1ccc(S(=O)(=O)N2CCN(C(=O)Cc3sc(C)nc3-c3ccc(F)cc3)CC2)c(C)c1	7	16	2	-4	.	2	1
COc1ccc(OC)c(NC(=O)COC(=O)CC2CCCCC2)c1	5	-2	4	1	-3	-11	-2
COC(=O)C[C@H]1C[C@H]2c3cc(NC(=O)NC4CCCC4)ccc3O[C@H]2[C@H](CO)O1	-3	-6	-2	-3	-14	-7	-6
COc1cccc(CN(C)C(=O)c2cccc(S(=O)(=O)NCc3ccccc3)c2)c1OC	.	-1	-3	1	-8	-3	.
Cc1ccc(S(=O)(=O)Nc2ccc3c(c2)C(=O)N([C@@H](C)CO)C[C@H](C)[C@H](CN(C)C(=O)c2ccncc2)OCCCC[C@@H](C)O3)cc1	19	.	.	.	-5	-11	-1
C[C@@H]1CN([C@@H](C)CO)C(=O)c2cc(NS(=O)(=O)c3cccs3)ccc2O[C@@H]1CN(C)Cc1ccc(Oc2ccccc2)cc1	-22	4	-1	3	.	25	-2
CC(C)CNC(=O)c1cc(-c2ccc(Cl)c(Cl)c2)on1	.	0	-4	1	.	-47	.
CC(OC(=O)COc1ccc(Nc2ccccc2)cc1)C(=O)N(C)c1ccccc1 (configuration not stated)	.	-2	1	-2	.	17	.
COc1ccccc1S(=O)(=O)Cc1ccc(C(=O)NCCN2CCCC2)o1	-5	.	.	.	-35	.	2
c1cc(-c2ccc(C3[C@H]4CNC[C@@H]3N4CC3CCOCC3)cc2)ccn1 (some centres not stated)	.	10	1	-3	0	-3	.
CN(c1ccc(C(=O)NCCCn2ccnc2)cc1)S(C)(=O)=O	-10	-7	-2	-4	1	5	-2
Cc1cccc(Cn2c(SCC(=O)Nc3ccccc3)nc3c2c(=O)[nH]c(=O)n3C)c1	-9	-1	2	-4	-5	-15	1
O=C1N=c2ccccc2=C1c1c(O)[nH]c2c(C(F)(F)F)cccc12	7	-5	-1	0	3	11	1
CCCCn1c(CNC(=O)c2cccs2)nc2ccccc21	16	-3	1	-1	1	7	-7
O=C(Cn1nnc(-c2ccc(F)cc2)n1)Nc1ccc2c(c1)OCCO2	.	4	10	1	-2	.	.
COc1cc(NC(=O)c2cnn3c(C)cc(C)nc23)c(OC)cc1Cl	-28	.	.	.	.	-11	-5
Clc1ccc(-n2ncc3c(NCc4ccccn4)ncnc32)cc1	13	.	.	.	6	.	68*
COCC(=O)Nc1ccc2c(c1)OCC(=O)N2Cc1ccccc1F	4	0	-4	10	-10	-5	3
Cc1ccc(CN2CC(C(=O)Nc3nnc(SCc4c(Cl)cccc4Cl)s3)CC2=O)cc1 (configuration not stated)	.	-9	3	0	5	.	.
O=C(/C=C/c1ccc(Cl)c([N+](=O)[O-])c1)c1cccnc1	-2	-3	-3	12	1	1	10
COc1ccc(Nc2c(CC(C)C)nc3nc(C)cc(C)n23)cc1	.	-3	2	.	4	12	.
Cn1ccc2c(-c3ccc(CO)cc3)cc3c(c21)C1CCC3O1 (configuration not stated)	-2	-3	0	-29	0	6	-7
CO[C@H]1CN(C)C(=O)c2ccc(NC(C)=O)cc2OC[C@H](C)N(C(=O)c2ccccc2F)C[C@H]1C	9	.	.	.	-2	-13	-1
CN(Cc1nc2ccccc2[nH]1)Cc1nc(CC2CC2)no1	-10	-16	0	.	2	-5	11
Cc1ccc(NC(=O)CCNC(=O)c2ccccc2Cl)cc1S(=O)(=O)N(C)C	8	.	.	.	-6	4	-7
Cc1cc(C)nc(NS(=O)(=O)c2ccc(NC(=O)CN3C(=O)C4CC=CCC4C3=O)cc2)n1 (configuration not stated)	.	-3	3	-1	-26	.	.
CC1CN(C(=O)/C(C#N)=C2\N=C(NC(=O)c3ccc(F)cc3)c3ccccc32)CC(C)O1 (configuration not stated)	.	0	4	2	1	.	.
CCc1nnc(NC(=O)C2Cc3ccccc3CN2S(=O)(=O)CC)s1 (configuration not stated)	8	5	2	-3	4	-22	-8
CC1(C)CC2(OC2c2ccccc2)C(=O)c2ccccc21 (configuration not stated)	-5	-3	0	1	-2	-2	8
C=CCOCCN(CCOCC=C)C1=NS(=O)(=O)c2ccccc21	.	-2	1	1	.	37	.
CCCN1CCCCC(NC(=O)c2ccccc2OC)C1=O (configuration not stated)	.	2	1	.	6	-4	.
CN(C)CC#Cc1ccc([C@@H]2[C@H](CO)N3CCCCN(C(=O)Nc4ccc(F)cc4)C[C@@H]23)cc1	-24	.	.	.	.	-21	1
O=C1COc2ccc(C(=O)COC(=O)Cc3ccc(F)cc3)cc2N1	1	-6	3	-1	-8	5	-4
CCOC(=O)N1CCN(Cc2nnc(-c3cccc(Br)c3)o2)CC1	-2	-4	-1	-5	.	-2	-4
Cc1cccc(C)c1OCc1cc(C(=O)N(Cc2c(C)nn(C)c2C)C2CC2)no1	-8	-6	4	0	10	1	-10
CO[C@H]1CN(C)C(=O)c2cc(NC(=O)C3CC3)ccc2OC[C@@H](C)N(Cc2cc(F)ccc2F)C[C@@H]1C	6	-2	2	4	-8	11	-3
COc1ccc(N(CC(=O)NCCSc2ccc(C)cc2)S(=O)(=O)c2ccccc2)c(OC)c1	-41	-1	-2	-1	5	6	-3
O=C(/C=C\c1ccco1)Oc1cccc2cccnc12	.	12	60*	-43	-2	-1	.
CCC(=O)NC(c1ccco1)c1cc(Cl)c2cccnc2c1O (configuration not stated)	.	2	0	-4	1	-13	.
COCCCn1cnnc1SCc1nc2sc(C(C)=O)c(C)c2c(=O)[nH]1	3	-34	5	1	0	13	-3

Bioassay records: PubChem BioAssay, Broad Institute

Only part of the results is shown (hit frequency here may not be typical).
